mIDH1 inhibitor – qHTS for Inhibitors of mutant isocitrate dehydrogenase 1 (IDH1): qHTS | Isocitrate dehydrogenase [NADP] cytoplasmic (Homo sapiens), O75874 | IDH1-R132H enzyme, NADPH consumption, diaphorase/resazurin fluorescence | Potency, µM (doses to about 76.6 µM), for inactives: at the top dose activity change, negative = inhibition, hits mostly inhibitors | hit rate 0.093% among 390,000; note: potency is the fitted concentration of half-maximal effect; % is set by controls: 0 for no effect and ±100 for the full control effect; nearly all actives have a fitted effect of over 65% in size
Target sequence (O75874 whole entry R132H, stated change not applied): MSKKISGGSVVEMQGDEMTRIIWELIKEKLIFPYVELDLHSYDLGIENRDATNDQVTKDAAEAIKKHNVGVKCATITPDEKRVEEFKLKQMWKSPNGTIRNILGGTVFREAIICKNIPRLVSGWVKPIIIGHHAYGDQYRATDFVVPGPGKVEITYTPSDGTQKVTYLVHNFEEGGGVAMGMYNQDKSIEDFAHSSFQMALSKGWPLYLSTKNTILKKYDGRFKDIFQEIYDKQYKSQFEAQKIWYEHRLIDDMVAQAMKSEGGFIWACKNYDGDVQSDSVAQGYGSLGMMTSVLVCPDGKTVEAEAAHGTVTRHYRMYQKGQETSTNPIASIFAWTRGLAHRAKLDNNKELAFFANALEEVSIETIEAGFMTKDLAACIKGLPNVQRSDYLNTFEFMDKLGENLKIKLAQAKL
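IDH1-R132H (0.5 ug/mL) preincubated 30 min with compound, then NADPH (0.016 mM) and alpha-KG (2 mM) added; 80 min at RT, pH 7.5. Remaining NADPH coupled via diaphorase/resazurin to fluorescence (540/590 nm); concentration-response curves normalized to no-enzyme control.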
HP1b binding inh – HTS for Inhibitors of HP1-beta Chromodomain Interactions with Methylated Histone Tails | Potency, µM (top dose mostly 114 µM), for inactives: at the highest dose activity change, negative = inhibition, most hits filed as inhibitors | AlphaScreen HP1-beta / biotin-H3K9me3 peptide binding | AID 540317, 2011 | hit rate 0.56% among 390,000 | Chromobox protein homolog 1 (Homo sapiens), P83916; note: potency is the fitted concentration of half-maximal effect; nearly all actives have a fitted effect of over 70% in size; inactives centre near 23
Target sequence (P83916 whole entry, looked up): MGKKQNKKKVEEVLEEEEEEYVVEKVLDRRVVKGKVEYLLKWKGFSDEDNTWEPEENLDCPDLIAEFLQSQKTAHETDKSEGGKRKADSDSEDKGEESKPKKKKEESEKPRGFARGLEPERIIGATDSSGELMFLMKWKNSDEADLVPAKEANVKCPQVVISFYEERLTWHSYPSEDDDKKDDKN
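HP1-beta protein (50 nM final) preincubated 30 min at room temperature with biotinylated H3(1-18)K9me3 peptide (50 nM) in PBS pH 7.4, 0.01% Tween-20, then compound added for 30 min. AlphaScreen streptavidin donor/nickel chelate acceptor beads (10 ug/mL final), 30 min dark, luminescence read.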
GLS inh – qHTS for Inhibitors of Glutaminase (GLS) | GLS enzymatic activity, qHTS titration | Potency, µM (titrated, usually from 45.5 µM), without a hit: at the highest dose activity change, negative = inhibition, hits mostly inhibitors | hit rate 0.21% among 410,000; note: potency is the fitted concentration of half-maximal effect; % is set by controls: 0 for no effect and ±100 for the full control effect
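Coupled fluorescence readout: glutamate oxidase/HRP/Amplex Red detect glutamate formed by hKGA from L-glutamine (1 mM solution added). Buffer 45 mM KH2PO4 pH 8.2, 0.02% Tween-20; reads at t0 and 30 min RT.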
TrxR1 substrate – qHTS Assay for Substrates of Mammalian Selenoprotein Thioredoxin Reductase 1 (TrxR1): qHTS; hit rate 0.01% among 390,000; purified TrxR1 substrate turnover, NADPH consumption readout; AID 588456, 2011; Thioredoxin reductase 1, cytoplasmic (Rattus norvegicus), O89049; Potency, µM (doses to about 114 µM), inactives show at the top dose activity change, negative = substrate turnover; note: potency is the fitted concentration of half-maximal effect; % is set by controls: 0 for no effect and ±100 for the full control effect; nearly all actives have a fitted effect of over 50% in size
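Rat TrxR1, dispensed at 90 nM, was prereduced with 400 uM NADPH (final) for 5 min at ~22 deg C, then incubated with compound 15 min before 400 uM selenite. A first-read NADPH fluorescence drop versus no-compound background flagged substrates.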
USP1 inh – Inhibitors of USP1/UAF1: Primary Screen; hit rate 0.23% among 390,000; recombinant USP1/UAF1, Ub-Rhodamine cleavage fluorescence; AID 743255, 2014; Potency, µM (doses to about 57.1 µM), inactives show top-dose activity change, negative = inhibition, usual class: inhibitors; Ubiquitin carboxyl-terminal hydrolase 1 (Homo sapiens), O94782; note: potency is the fitted concentration of half-maximal effect; % is set by controls: 0 for no effect and ±100 for the full control effect; nearly all actives have a fitted effect of over 60% in size; inactives centre near -12
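High-throughput fluorogenic screen: 1nM USP1/UAF1 complex, Ub-Rho substrate 150nM final, 50mM HEPES pH 7.8 with 0.5mM EDTA, 0.1 mg/ml BSA, 1mM TCEP and 0.01% Tween-20.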
rTrxR1 inhibitor – qHTS Assay for Inhibitors of Mammalian Selenoprotein Thioredoxin Reductase 1 (TrxR1): qHTS | Thioredoxin reductase 1, cytoplasmic (Rattus norvegicus), O89049 | Potency, µM (doses to about 114 µM), inactives show at the top dose activity change, negative = inhibition, actives largely listed as inhibitors | hit rate 1% among 390,000 | recombinant rTrxR1, NADPH fluorescence consumption, selenite substrate; note: potency is the fitted concentration of half-maximal effect; % is set by controls: 0 for no effect and ±100 for the full control effect; nearly all actives have a fitted effect of over 65% in size
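Rat TrxR1 (90 nM in the dispensed reagent) was pre-reduced with 400 uM NADPH for 5 min at room temperature, then incubated with compound for 15 min. After 400 uM selenite was added, NADPH fluorescence (Ex 340/Em 450 nm) was followed for 8 min.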
PGK inhibitor – qHTS Assay to Find Inhibitors of Phosphoglycerate Kinase; Phosphoglycerate kinase, glycosomal (Trypanosoma brucei brucei), P07378; PGK/GAPDH coupled, Kinase-Glo luminescence, 60 min; Potency, µM (highest dose often 57.5 µM), without a hit: at the highest dose activity change, negative = inhibition, most hits filed as inhibitors; hit rate 0.043% among 380,000; AID 602233, 2012; note: potency is the fitted concentration of half-maximal effect; % is set by controls: 0 for no effect and ±100 for the full control effect; nearly all actives have a fitted effect of over 60% in size
Target sequence (P07378 whole entry, looked up): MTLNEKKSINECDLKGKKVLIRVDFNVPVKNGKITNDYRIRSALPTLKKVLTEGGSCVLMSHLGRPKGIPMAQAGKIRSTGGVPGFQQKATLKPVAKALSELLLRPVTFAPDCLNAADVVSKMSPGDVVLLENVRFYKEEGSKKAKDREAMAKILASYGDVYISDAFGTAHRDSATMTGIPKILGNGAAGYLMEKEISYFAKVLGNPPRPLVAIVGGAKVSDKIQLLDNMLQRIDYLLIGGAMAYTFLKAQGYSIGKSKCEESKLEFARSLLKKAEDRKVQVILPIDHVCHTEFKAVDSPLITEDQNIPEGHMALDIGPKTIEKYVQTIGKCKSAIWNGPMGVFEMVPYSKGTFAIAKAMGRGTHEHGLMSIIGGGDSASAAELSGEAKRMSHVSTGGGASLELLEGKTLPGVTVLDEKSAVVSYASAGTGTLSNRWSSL
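Recombinant glycosomal PGK reaction used 1,3-bisphosphoglycerate generated in-well by GAPDH (100nM final) in 100mM TEA pH 7.6, 5mM MgCl2, 0.01% Tween-20. After 60 minutes at room temperature, ATP was read by Kinase-Glo Plus luminescence end-point.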
PI4K2A inh – qHTS for small molecular inhibitors of PI4K2A; purified PI4K2A, ADP-Glo luminescence, 1 h; active compounds read low; activity change, negative = inhibition, % at 76.9 µM; Phosphatidylinositol 4-kinase type 2-alpha (Homo sapiens), Q9BTU6; hit rate 0.13% among 420,000; AID 1346378, 2018; in the data active = activity change below about -50%; inconclusive = mostly about -30% to -49%;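 note: -100% = wells without enzyme as full effect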
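ADP-Glo luminescence measured ADP generated by PI4K2A enzyme (4 ug/mL before mixing) with 1.2 mM PI substrate (pre-mix) and 300 microM ATP (pre-mix). Tris pH7.5 buffer with MgCl2, Triton X-100; 1 h reaction at ambient temperature.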
Pin1 inhibitor – qHTS Assay to Find Inhibitors of Pin1; Pin1 FP peptide displacement, HiFluor488, 10 min; Potency, µM (top dose mostly 115 µM), for inactives: at the top dose activity, negative = inhibition, most hits filed as inhibitors; hit rate 0.009% among 390,000; Peptidyl-prolyl cis-trans isomerase NIMA-interacting 1 (Homo sapiens), Q13526; active = well fitted inhibition curve with a large enough effect in the polarisation, with a control signal flat, not every such curve was filed as active; inconclusive = small, poorly fitted or top-dose-only effect, or effect the other way, or a change in a side signal; inactive = no such curve, though single readings can be large or run the other way; the % refers to the polarisation; note: potency is the fitted concentration of half-maximal effect; % is set by controls: 0 for no effect and ±100 for the full control effect
* = called active by the depositor; i = inactive; u = inconclusive; x = not tested or not shown; & = joins results of further samples; [ ] = dose if it differs, or a comment. Unless noted, calls come from the whole dose curve; as a rule, active = well fitted curve in the direction sought with a large enough effect; inconclusive = small, poorly fitted or top-dose-only effect, or another doubt; inactive = no such curve, though single readings can be large; an effect the other way counts as inactive or inconclusive.

SMILES	mIDH1 inhibitor	HP1b binding inh	GLS inh	TrxR1 substrate	USP1 inh	rTrxR1 inhibitor	PGK inhibitor	PI4K2A inh	Pin1 inhibitor
Cc1ccoc1C(=O)N1CCN(C(=O)c2occc2C)CC1	4%	28%	-3%	3%	-4%	13%	i	0	-1%
Cc1nn(C2CCS(=O)(=O)C2)c2nc(C3CC3)cc(C(=O)Nc3ccc(C(N)=O)cc3)c12 (centres undefined)	0%	17%	11%	-5%	-3%	-8%	-2%	-3	1%
Cc1nc2ccc(NC(=O)NCCO)cc2s1	8%	7%	-8%	-18%[57.1 µM]	-24%	17%[57.1 µM]	i	-4	1%
Cc1ccccc1COC(=O)CN1C(=O)NC2(CCCC2)C1=O	-1%	20%	-1%	9%	-20%	31%	1%	-3	-14%
Cc1cccc(NC(=O)c2cc(S(=O)(=O)N3CCCCC3)c[nH]2)c1C	-1%&1%	25%&36%	u	-4%	-17%&-26%	6%&21%	0%	8&4	1%&-3%
CS(=O)(=O)c1ccc2nc(NC(=O)Nc3ccccc3F)sc2c1	12%	31%	-7%	13%	-4%	18%	-5%	-1	-5%
CN1CCN(C(=O)CCN2C(=O)/C(=C/c3cccc(Br)c3)SC2=S)CC1	9%	-2%	-3%	-4%[57.1 µM]	-19%	-13%[57.1 µM]	-1%	11	5%
CCCn1nc(C(=O)OCc2nc(N)nc(Nc3ccccc3C)n2)c2ccccc2c1=O	2%	14%	24%	-11%	-12%	-2%	3%	2	2%
c1ccc(-c2ccc(C3CCCN3)cc2)cc1 (centres undefined)	-6%	28%	-1%	4%	-13%	-18%	2%	-7	3%
c1ccc(N(c2ccccc2)c2nc(N3CCCC3)nc(-n3ccnc3)n2)cc1	9.3µM*	-2%	2%	14%	-23%	31%[activator]	-9%	-1	-2%
Cn1cccc1/C=C(/C#N)C(N)=S	1%	-6%	-16%	3%[57.1 µM]	-12%	3%[57.1 µM]	-2%	0	-5%
Cc1ccccc1OCC(=O)NCCNC(=O)c1ccccn1	3%	28%	-6%	5%	-6%	15%	-4%	4	-5%

Next section
SMILES	mIDH1 inhibitor	HP1b binding inh	GLS inh	TrxR1 substrate	USP1 inh	rTrxR1 inhibitor	PGK inhibitor	PI4K2A inh	Pin1 inhibitor
COc1cccc(CN2CC(C(=O)NCCCCc3ccccn3)CCC2=O)c1 (centres undefined)	1%	44%[activator]	-1%	1%	-5%	6%	3%	-4	2%
Cn1c(=O)n(Cc2ccccc2)c(=O)c2c1nc1n2CCCN1C1CCCCC1	-5%	26%	-6%	1%	-2%	17%	-2%	0	1%
COc1cc(/C=N/NC(=O)c2c(-c3ccccc3)noc2C)cc(OC)c1OC	9%	49%[activator]	-4%	1%	-17%	5%	-7%	6	-1%
CCOC(=O)c1cc(-c2ccccc2)n(CCC(=O)N2CCN(c3ccccn3)CC2)c1C	7%	0%	-8%	6%	-14%	-3%	-6%	-19	-3%
O=C(Cn1c(=O)sc2ccccc21)Nc1ccc(O)cc1	14%	17%	5%	-5%	-19%	5%	-2%	-2	2%
Brc1ccc2nc(CSc3ncn[nH]3)cn2c1	0%	17%	13%	15%[57.1 µM]	-1%	17%[57.1 µM]	3%	-1	0%
CC1=C(C(=O)N(C)C)CC(CC(=O)NCCCCc2ccccc2)C(=O)N1CCCN1CCCC1=O (centres undefined)	5%	x	3%	x	-15%	x	-5%	-2	x
COc1cccc(NC(=O)CN2C(=O)C3(OCCCO3)c3ccccc32)c1	-5%	-8%	-8%	3%	-16%	19%	-4%	-1	-9%
Cc1ncc(CN2CCN(CCC(C)C)C(CCO)C2)s1 (centres undefined)	-6%	25%	-1%	3%	-20%	33%	-1%	3	-8%
Cc1c(N=C2NC(=O)C(CC(=O)Nc3ccc(Cl)cc3)S2)c(=O)n(-c2ccccc2)n1C (centres undefined)	-3%	26%	17%	15%[57.1 µM]	-16%	26%[57.1 µM]	-6%	0	0%
CCCCC1CC(CSC(=N)N)OC1=O (centres undefined)	5%	30%	-13%	0%[57.1 µM]	-12%	9%[57.1 µM]	-8%	2	-4%
CC(=O)c1ccc(NC(=O)CCNS(=O)(=O)c2ccccc2F)cc1	-2%	17%	2%	-3%	-20%	9%	-6%	-24	-2%

Next compounds follow.
SMILES	mIDH1 inhibitor	HP1b binding inh	GLS inh	TrxR1 substrate	USP1 inh	rTrxR1 inhibitor	PGK inhibitor	PI4K2A inh	Pin1 inhibitor
Cc1cccc(CNC(=O)c2ccc3oc(=O)n(Cc4ccccc4)c3c2)c1	11%	43%[activator]	1%	7%[57.1 µM]	-24%	15%[57.1 µM]	-5%	4	10%
CCC(C)c1ccc(NC(=O)C2CC3CCC2C3)cc1 (centres undefined)	11%	12%	-3%	-2%	-19%	20%	-3%	-2	3%
CC(C)c1ccc(OCC(=O)Nc2c(Cl)ccc3nsnc23)cc1	21%	20%	-3%	-6%	9%	7%	-3%	-1	4%
COc1ccc(CCNS(=O)(=O)c2ccc(Br)s2)cc1	7%	62%[activator]	4%	4%	-14%	6%	2%	-9	u
CCn1c(SCc2ccccc2)nnc1-c1ccc(S(=O)(=O)N2CCCCC2)cc1	3%	27%	-6%	22%[57.1 µM]	-14%	22%[57.1 µM]	i	-3	-6%
COc1ccccc1N1CCN(C(=O)c2ccc(-c3nc4ccccc4s3)o2)CC1	6%	3%	3%	-7%	u	-4%	i	-2	20%
CC(=O)c1ccc(NC(=O)Cn2c(=O)cc(C)c3c(C)nn(-c4cccc(F)c4)c32)cc1	16%	-17%	6%	1%[57.1 µM]	-10%	8%[57.1 µM]	-7%	0	-2%
CCN(CC)CC(=O)Nc1sc(C)c(C)c1C(=O)c1ccc(C)cc1	3%	-26%	u	4%[57.1 µM]	-14%	20%[57.1 µM]	i	-3	-6%
COc1ccccc1CC(=O)NN1C(=O)c2ccccc2C1=O	6%	14%	4%	-10%	6%	-9%	-7%	0	0%
CCC(=O)N(c1ccc(F)cc1)C1C=CS(=O)(=O)C1 (centres undefined)	2%	19%	2%	10%[57.1 µM]	4%	11%	0%	-2	0%
Cc1onc(-c2ccccc2)c1C(=O)N/N=C/c1c[nH]c2ccccc12	21%	45µM*	-63%	-6%[11.4 µM]	-17%	16%[57.1 µM]	-14%	-10	-1%
CC(=O)Nc1c(C(=O)O)oc2ccccc12	8%	38%	-10%	-9%	-5%	u	-3%	1	-1%

(cont.)
SMILES	mIDH1 inhibitor	HP1b binding inh	GLS inh	TrxR1 substrate	USP1 inh	rTrxR1 inhibitor	PGK inhibitor	PI4K2A inh	Pin1 inhibitor
NC(=S)N/N=C/c1ccc(-c2cc(Cl)cc(Cl)c2)o1	-1%	9%	21%	9%	-21%	u	-7%	-1	19%
O=c1[nH]c(C2CCCN(S(=O)(=O)c3ccccc3)C2)nc2c1nnn2Cc1ccccc1 (centres undefined)	1%	19%	42%[activator]	3%	1%	15%	-4%	-1	-1%
C=CCN(C(=O)CNS(=O)(=O)c1ccccc1)C(C(=O)NCCOC)c1ccncc1 (centres undefined)	10%	43%[activator]	-3%	2%	-5%	1%	-9%	2	2%
COC(=O)c1ccc(CNC(=O)COC(=O)c2cc(Cl)nc(Cl)c2)cc1	-2%	24%	1%	8%[57.1 µM]	-25%	12%[57.1 µM]	3%	5	-2%
O=C(Cc1coc2cc3c(cc12)CCC3)NCC1(N2CCCCC2)CCCCC1	-2%	5%	-3%	4%[57.1 µM]	4%	-1%[57.1 µM]	19%	-4	11%
COc1ccccc1NC(=O)C1=C(C)Nc2ncnn2C1c1cccn1C (centres undefined)	10%	19%[57 µM]	24%	2%[57.1 µM]	-28%	4%[57.1 µM]	-8%	1	-1%
CC(NC(=O)c1ccc2c(c1)OCO2)C(c1cccs1)N1CCOCC1 (centres undefined)	1%	24%	-8%	0%	-24%	8%	-9%[11.5 µM]	-1	1%
O=C(Cc1ccccc1F)Nc1nc2ccccc2[nH]1	17%	7%	7%	7%[57.1 µM]	u	33%[57.1 µM]	-8%	-5	-3%
Cc1ccc(CNC(=O)c2cccc(NC(=O)N3CCSc4ncccc43)c2)cc1	3%	15%	-6%	-2%[57.1 µM]	4%	11%[57.1 µM]	16%	0	-8%

Screening data deposited in PubChem BioAssay by National Center for Advancing Translational Sciences (NCATS).

Not all compounds are listed; rates above refer to the full screens.
